Bioassay records as filed in PubChem.
FBW7 activator = FBW7 E3 ligase activators, primary screen, biochemical, AlphaScreen, human; F-box/WD repeat-containing protein 7 (Homo sapiens), Q969H0; AlphaScreen FBW7–phospho-cyclin E peptide binding, activator screen; normalized activity (activation), % at 26.1 µM; 0.13% of 650,000 active; in the data active = normalized activity above about 1.9%;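 also: purified mutant Fbw7 with reduced substrate affinity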
MITF inh = MITF inhibitors, primary screen, biochemical, AlphaScreen, human | Microphthalmia-associated transcription factor (Homo sapiens), O75030 | AlphaScreen MITF homodimerization, bead proximity signal | inhibition, % at 2.6 µM | 0.91% of 650,000 active | AID 1259374, 2018; in the data active = inhibition above about 50%;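 also: 0% = vehicle wells with protein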
Target sequence (O75030 whole entry, looked up): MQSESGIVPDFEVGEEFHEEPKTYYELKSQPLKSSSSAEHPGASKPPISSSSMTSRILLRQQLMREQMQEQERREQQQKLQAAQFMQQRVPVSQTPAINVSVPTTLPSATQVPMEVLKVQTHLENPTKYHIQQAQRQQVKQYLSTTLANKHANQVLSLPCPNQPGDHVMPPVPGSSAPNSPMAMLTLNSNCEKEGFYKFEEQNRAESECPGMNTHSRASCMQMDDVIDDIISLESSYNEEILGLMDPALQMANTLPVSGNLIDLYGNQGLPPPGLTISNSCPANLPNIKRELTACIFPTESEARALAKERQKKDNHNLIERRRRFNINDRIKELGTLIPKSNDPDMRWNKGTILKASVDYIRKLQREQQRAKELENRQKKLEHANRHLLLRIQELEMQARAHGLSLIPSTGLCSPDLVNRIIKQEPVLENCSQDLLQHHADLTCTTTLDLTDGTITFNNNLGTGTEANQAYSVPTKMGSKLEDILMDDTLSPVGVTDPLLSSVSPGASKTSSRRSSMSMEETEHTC
GPR151 ag = activators of human GPR151, primary screen, cell-based, PathHunter beta-arrestin, luminescence. AID 1508602, 2020. G-protein coupled receptor 151 (Homo sapiens), Q8TDV0. 1% of 650,000 active. activation, % at 11.2 µM. PathHunter beta-arrestin GPR151 cells; in the data active = activation above about 4.9%;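 also: 0% = median of compound wells and 100% = cells with positive control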
Target sequence (Q8TDV0 whole entry, looked up): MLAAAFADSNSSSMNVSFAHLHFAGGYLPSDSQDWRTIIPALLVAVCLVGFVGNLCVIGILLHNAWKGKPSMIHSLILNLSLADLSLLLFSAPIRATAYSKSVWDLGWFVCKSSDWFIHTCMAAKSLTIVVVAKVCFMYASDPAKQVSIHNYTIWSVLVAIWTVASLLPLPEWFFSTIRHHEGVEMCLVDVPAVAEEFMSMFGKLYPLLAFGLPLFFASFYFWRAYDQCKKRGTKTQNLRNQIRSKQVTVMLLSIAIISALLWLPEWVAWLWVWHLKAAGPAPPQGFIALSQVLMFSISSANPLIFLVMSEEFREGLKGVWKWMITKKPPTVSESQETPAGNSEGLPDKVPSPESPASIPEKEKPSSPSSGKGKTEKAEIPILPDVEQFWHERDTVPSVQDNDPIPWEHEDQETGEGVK
TEAD-YAP block = TEAD-YAP interaction inhibition, primary screen, TEAD-YAP interaction inhibitor project, luminescence, HEK-TIYL cells | TEAD-Gal4/YAP UAS-luciferase luminescence | inhibition, % at 9.12 µM | 1.4% of 640,000 active | AID 1259422, 2018; in the data active = inhibition above about 32%;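 also: 0% = median of test compound wells and 100% = reference inhibitor wells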
The depositor's hits bear a star; & = joins results of further samples.

# | canonical_smiles | FBW7 activator | MITF inh
1 | CC(NC(=O)OCc1ccccc1)C(=O)N1CC(O)CC1C(=O)O (configuration not stated) | 0.1 | -11
2 | COc1ccc(C(=O)NC(C)C)cc1I | 0.1 | 7
3 | Cc1cc(=O)oc2cc(OCC(=O)NNC(=O)c3nn(C)c(=O)c4ccccc34)ccc12 | -0.1 | -2
4 | CN(C)c1ccc([N+](=O)[O-])cc1/C=N/NC(=O)c1cccnc1 | -0.1 | -1
5 | COc1cccc(CCC(=O)Nc2ccc(-c3cn[nH]c3)cc2OCCO)c1 | 0.6 | 7
6 | Cc1nnc(SCC(=O)Nc2nc(-c3ccccc3)cs2)o1 | 0.3 | 15
7 | COc1ccc(C(=O)c2sc3nc(C)ccc3c2N)cc1OC | 0.2 | -13
8 | Cc1ccc2c(COC(=O)Cn3cnnn3)cc(=O)oc2c1C | 0.1 | 7
9 | COc1ccc(NS(=O)(=O)c2cccc3nonc23)c(OC)c1 | 0.7 | 14
10 | CCN(CC)S(=O)(=O)c1cc(C(=O)Nc2cccc(C)c2)ccc1F | 0.0 | -11
11 | CN(C)c1ccc(C2N(C(=O)c3ccccc3)CCN2S(=O)(=O)c2ccccc2)cc1 (configuration not stated) | -0.1 | 12
12 | O=C(CSc1nc2cc3c(cc2c(=O)n1CCC1=CCCCC1)OCO3)Nc1cc(C(F)(F)F)ccc1Cl | 0.4 | 7

# | GPR151 ag | TEAD-YAP block
1 | -0.6 | 2
2 | -0.1 | -6
3 | -0.5 | -7
4 | 0.5 | 4
5 | -0.9 | -5
6 | -2.3 | -30
7 | -0.1 | 33*
8 | -0.4 | 2
9 | -1.7 | 18
10 | -2.2 | -22
11 | -1.1 | 2
12 | 0.4 | 2

Random excerpt: 3 records from the list, in no set order.
# | canonical_smiles | FBW7 activator | MITF inh
4 | CN(C)c1ccc([N+](=O)[O-])cc1/C=N/NC(=O)c1cccnc1 | -0.1 | -1
8 | Cc1ccc2c(COC(=O)Cn3cnnn3)cc(=O)oc2c1C | 0.1 | 7
1 | CC(NC(=O)OCc1ccccc1)C(=O)N1CC(O)CC1C(=O)O (configuration not stated) | 0.1 | -11

# | GPR151 ag | TEAD-YAP block
4 | 0.5 | 4
8 | -0.4 | 2
1 | -0.6 | 2

Continuation.
# | canonical_smiles | FBW7 activator | MITF inh
13 | Cc1cc(Cl)c2c(N)cc(C)c(C)c2n1 | 0.0 | 21
14 | O=C(Nc1cccc(-c2nc3ccccc3[nH]2)c1)c1cccc2nccnc12 | 0.1 | 1
15 | COc1ccc(-c2noc(N3CC(C)CC(C)C3)n2)cc1OC (configuration not stated) | 0.1 | -2
16 | COc1cccc(=O)c2c(C)n(-c3ccc(I)cc3)c(C)c12 | 0.0 | 11
17 | C=CCN1C(=O)C(O)(CC(=O)c2ccco2)c2ccccc21 (configuration not stated) | 0.4 | 18
18 | CCOc1ccc(-c2nc(C#N)c(NCCCN(CC)CC)o2)cc1 | 0.0 | 8
19 | CC(=O)c1cccc(NC(=O)c2ccc(C)c(Br)c2)c1 | 0.1 | -12
20 | Cc1cc(C)n(CCNC(=O)NC2CCCCC2)n1 | -0.1 | 7
21 | CCOC(OCC)c1ccc(/C=C/C(=O)/C=C\N(C)C)cc1 | 0.3 | 5
22 | CC(=O)N1CCc2cc(S(=O)(=O)N3CCCC3)ccc21 | 0.1 | 7
23 | CC(=O)COc1cc(C)cc2oc(=O)c(C)c(C)c12 | 0.1 | 16
24 | CCN(CC)c1nc(C)nc2sc(C(=O)NCc3ccccc3OC)c(C)c12 | 0.1 | 12

# | GPR151 ag | TEAD-YAP block
13 | 0.4 | 11
14 | 1.9 | 34*
15 | 1.0 | -10
16 | -0.4 | 6
17 | 0.3 | -8
18 | 2.9 | 4
19 | -1.5 | -71
20 | 0.0 | 2
21 | 3.8 | -2
22 | -0.5 | -11
23 | -1.0 | 20
24 | -0.1 | -14

The list goes on:
# | canonical_smiles | FBW7 activator | MITF inh
25 | CCCCN(C)S(=O)(=O)c1ccc(C(=O)Nc2ccc(S(N)(=O)=O)cc2)cc1 | 0.0 | 4
26 | Cc1ccc(-c2noc(COc3cc(C)ccc3C)n2)cc1 | 0.0 | -5
27 | CC(C)=CCN1CCc2nnc(C(NC(=O)C3CCOC3)C(C)C)n2CC1 (configuration not stated) | -0.1 | 0
28 | Cc1ccc(CS(=O)(=O)CC(Nc2ccc(C(=O)O)cc2[N+](=O)[O-])C(=O)O)cc1 (configuration not stated) | -0.1 | 4
29 | Cc1cccc(C)c1NC(=O)C1CC2CCCN2C12C(=O)N(C)c1ccccc12 (configuration not stated) | 0.4 | 5
30 | Cc1ccccc1-n1cc2c(=O)n(C)c(=O)n(C)c2c1 | 0.0 | -24
31 | CC1=C(C(=O)OCC2CCCO2)C(c2c(F)cccc2Cl)C2=C(CC(C)(C)CC2=O)N1 (configuration not stated) | 0.1 | -12
32 | N#Cc1c(NC(=O)c2cccc(S(=O)(=O)N3CCCCCC3)c2)sc2c1CCCC2 | 0.0 | 2
33 | C=CCNC(=O)CN(c1cc([N+](=O)[O-])ccc1C)S(C)(=O)=O | 0.0 | -6
34 | C=CCn1c(SCC(=O)Nc2sc(-c3ccccc3)cc2C(=O)OCC)nc2sc3c(c2c1=O)CCC3 | 0.0 | 11
35 | O=C(NCC(c1ccco1)S(=O)(=O)c1cccs1)C(=O)NC1CCCC1 (configuration not stated) | -0.1 | -6
36 | COC(=O)CN1C(=O)S/C(=C/c2ccc(OCC(=O)O)c(Br)c2)C1=O | 0.2 | 10

# | GPR151 ag | TEAD-YAP block
25 | 1.1 | -9
26 | 0.8 | 5
27 | 0.0 | -1
28 | -0.9 | 10
29 | -0.7 | 10
30 | -1.6 | -14
31 | -0.8 | 5
32 | 0.2 | 7
33 | -1.4 | -2
34 | 0.4 | 8
35 | -1.2 | 1
36 | 6.9* | 1

The list continues.
# | canonical_smiles | FBW7 activator | MITF inh
37 | O=C(Cc1ccccc1)Nc1cccc([N+](=O)[O-])c1 | 0.5 | -4
38 | Cc1ccc(C(=O)N2c3ccccc3N=C(c3ccc(Br)cc3)CC2c2ccccc2)cc1 (configuration not stated) | 0.3 | 3
39 | CCOC(=O)NC1(C(F)(F)F)NC(=O)N(Cc2ccco2)C1=O (configuration not stated) | 0.2 | 7
40 | COc1ccc(Cl)cc1Nc1nc(-c2c(C)nc3ccccn23)cs1 | 0.6 | 7
41 | Cc1ccc(NC2CC(O)C(CO)O2)cc1[N+](=O)[O-] (configuration not stated) | 0.1 | -3
42 | CCOC(=O)C1CCN(/C=C2/C(=O)NC(=S)N(c3ccc(F)cc3)C2=O)CC1 | 0.0 | 13
43 | COC(=O)c1c(NC(=O)c2cccs2)sc(C)c1C | 0.1 | 9
44 | COC(=O)CSc1nc2sc3c(c2c(=O)n1-c1ccc(C)cc1)CCCC3 | 0.0 | 6
45 | CCn1c(SCC(=O)C(C)(C)C)nnc1-c1cnccn1 | -0.1 | 2
46 | NC(=O)c1c(NC(=O)c2ccc(Cl)cc2Cl)sc2c1CCCC2 | 0.0 | -5
47 | Cc1ccc(Nc2nc(C)cc(C)c2C(N)=O)c(C)c1 | -0.1 | 8
48 | CCN(CC)CCSc1nnc(N2CCN(c3ccccc3)CC2)s1 | -0.1 | -2

# | GPR151 ag | TEAD-YAP block
37 | -0.8 | -1
38 | 0.9 | 7
39 | 0.3 | 3
40 | 0.1 | 11
41 | 1.2 | -3
42 | -1.5 | 1
43 | 2.9 | 10
44 | -0.7 | -4
45 | 0.3 | -5
46 | 0.4 | -3
47 | 1.8 | 3
48 | 0.2 | 3

Other records follow.
# | canonical_smiles | FBW7 activator | MITF inh
49 | CC(C)n1c(Nc2ccncc2)nc2c(NCCOc3ccccc3)ncnc21 | 0.2 | 4
50 | C(=C\c1ccnc2ccccc12)/c1ccc2c(c1)OCO2 | 0.1 | 21
51 | Cc1ccccc1N/C=C\C(=O)c1ccc([N+](=O)[O-])cc1 | -0.1 | 21
52 | COc1ccc(C2=NN(c3nc4ccccc4s3)C(=O)C2)cc1 | -0.1 | -7
53 | COC(=O)C1=CN(C)C=C(C(=O)OC)C1c1ccc(OC(C)C)cc1 | 0.3 | 3
54 | Nc1ccc(C(=O)N/N=C/c2ccc(N3CCOCC3)s2)cc1 | -0.1 | 1
55 | Brc1ccc2ncnc(N3CCCCCC3)c2c1 | 0.4 | 19
56 | O=C(CSCc1ccc([N+](=O)[O-])cc1)NCc1cccnc1 | 0.1 | 25
57 | O=C(C1CCCCN1S(=O)(=O)c1ccc(Cl)cc1)N1CCCCC1 (configuration not stated) | 0.0 | 5
58 | COc1ccc(N2C(=O)C3C4c5ccccc5C(C(C)=O)(c5ccccc54)C3C2=O)cc1 (configuration not stated) | 0.0 | 17
59 | CN(C)C(CNC(=O)c1cccc(F)c1)c1ccsc1 (configuration not stated) | 1.1 | 10
60 | COc1ccc(C(=O)NCC23C=CC(O2)C2C(=O)N(Cc4ccccc4)C(=O)C23)cc1 (configuration not stated) | 0.1 | 6

# | GPR151 ag | TEAD-YAP block
49 | 3.0 | -8
50 | -0.5 | 0
51 | 1.8 | -61
52 | 0.3 | -31
53 | 0.7 | 1
54 | -0.4 | -10
55 | 2.7 | 14
56 | -0.7 | -3
57 | -0.2 | 5
58 | 0.0 | 0
59 | 2.1 | 2
60 | -1.0 | 3

(listing goes on)
# | canonical_smiles | FBW7 activator | MITF inh
61 | O=C(NCCCN1CCOCC1)c1cc2c(s1)CSC2 | 0.0 | -4
62 | CC(/C=C/c1ccccc1)=N\NC(=O)Nc1ccccc1 | -0.1 | 0
63 | C=CCN(CC=C)C(=O)c1ccc(Cl)cc1[N+](=O)[O-] | -0.2 | -10
64 | O=C(c1ccc2[nH]ncc2c1)N1CC[C@@H](NS(=O)(=O)c2ccc(Br)cc2)C1 | 1.0 | 11
65 | Cc1ccc(CN2CCc3nncn3CC2)c(C)c1 | -0.1 | 4
66 | CCN1C(=O)c2ccc([N+](=O)[O-])cc2C1=O | -0.2 | -11
67 | Cc1ccc(CSc2nc3cc(C(=O)N4CCC(C(N)=O)CC4)ccc3c(=O)n2-c2ccc(F)cc2)cc1 | -0.2 | 5
68 | CCOC1OC(COC(C)=O)C(OC(C)=O)C(OC(C)=O)C1NC(C)=O (configuration not stated) | -0.2 | 6
69 | CCCN(CCC)C(=O)CSc1nc2c(sc(=S)n2-c2ccc(OCC)cc2)c(=O)n1-c1ccccc1 | 0.3 | 12
70 | O=C(NCCc1ccccc1)c1cc(S(=O)(=O)N2CCCCC2)c[nH]1 | 0.1 | 10
71 | CCOc1cc2c(cc1OCC)C(c1ccc(CC)cc1)NCC2 (configuration not stated) | 1.1 | 3
72 | ClC1=NOC(COc2ccccc2Cl)C1 (configuration not stated) | -0.5 | 0

# | GPR151 ag | TEAD-YAP block
61 | -1.2 | -18
62 | 0.7 | -5
63 | 0.4 | 5
64 | -1.8 | 26
65 | 1.7 | -5
66 | 0.0 | -4
67 | -0.2 | 9
68 | -1.3 | 6
69 | -1.1 | -8
70 | -2.6 | -3
71 | -0.6 | 3
72 | 0.7 | 7

Grouped by structure, the compounds so far containing a COOH group
# | canonical_smiles | FBW7 activator | MITF inh
1 | CC(NC(=O)OCc1ccccc1)C(=O)N1CC(O)CC1C(=O)O (configuration not stated) | 0.1 | -11
28 | Cc1ccc(CS(=O)(=O)CC(Nc2ccc(C(=O)O)cc2[N+](=O)[O-])C(=O)O)cc1 (configuration not stated) | -0.1 | 4
36 | COC(=O)CN1C(=O)S/C(=C/c2ccc(OCC(=O)O)c(Br)c2)C1=O | 0.2 | 10

# | GPR151 ag | TEAD-YAP block
1 | -0.6 | 2
28 | -0.9 | 10
36 | 6.9* | 1

More records
# | canonical_smiles | FBW7 activator | MITF inh
73 | CN(C)CCOc1cc(-c2ccnc(N)n2)ccc1NC(=O)[C@H]1Cc2cc(F)ccc2CN1 | -0.3&-0.3 | 12&-20
74 | CC(=O)c1ccc(NC(=O)C2Cc3ccccc3CN2S(=O)(=O)c2ccc(F)cc2)cc1 (configuration not stated) | 0.8 | 16
75 | O=S(=O)(c1ccc(Cl)s1)N1CCN(c2ccc(Cl)cc2)CC1 | 0.2 | 17
76 | Cc1nc2cc(CCO)ccc2s1 | 0.0 | -8
77 | Brc1c(OCCCN2CCNCC2)ccc2ccccc12 | -0.4 | 56*
78 | Cc1cc(C(=O)N2CCN(C/C=C/c3ccccc3)CC2)cs1 | 0.0 | 1
79 | Cc1cc(N(C)C)nc(N2CCC(C(=O)NC3CC3)CC2)n1 | 0.5 | -11
80 | N#CC1=C(N)Oc2cc(N)ccc2C1c1cccc(Br)c1 (configuration not stated) | 0.0 | 12
81 | O=C(NCCN1CCOCC1)c1cnc(N2CCN(c3ccccn3)CC2)s1 | 0.0 | -3
82 | O=C(NC1CC1)c1cnc(N2CCOCC2)s1 | -0.1 | 2

# | GPR151 ag | TEAD-YAP block
73 | 0.3&1.5 | -1&-4
74 | -0.1 | -8
75 | -0.1 | -2
76 | 1.6 | 5
77 | 18* | -18
78 | 1.6 | -2
79 | 1.1 | 7
80 | 1.1 | 55*
81 | 2.2 | -11
82 | -1.1 | -4

Compounds listed so far that have a cyano group:
# | canonical_smiles | FBW7 activator | MITF inh
18 | CCOc1ccc(-c2nc(C#N)c(NCCCN(CC)CC)o2)cc1 | 0.0 | 8
32 | N#Cc1c(NC(=O)c2cccc(S(=O)(=O)N3CCCCCC3)c2)sc2c1CCCC2 | 0.0 | 2
80 | N#CC1=C(N)Oc2cc(N)ccc2C1c1cccc(Br)c1 (configuration not stated) | 0.0 | 12

# | GPR151 ag | TEAD-YAP block
18 | 2.9 | 4
32 | 0.2 | 7
80 | 1.1 | 55*
